# Bioassay records from PubChem BioAssay.
# NPR2 activator: GC-B (human) receptor activation | P20594 | HEK293-GC-B cells, CNP EC30, cGMP TR-FRET; 0% at EC30 CNP, 100% saturating CNP | activation, % at 10 µM | 370,000 tested, 0.11% active | AID 1920062;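 active means activation at 10 µM reaching about 35% in either raw or pattern-adjusted values, limit read from the data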
# DAX1 inh-1: blocks DAX1 repression of SF-1 activated StAR promoter; HEK293T StAR-luciferase reporter, SF-1/DAX-1 repression relief; inhibition, % at 6.8 µM; 370,000 tested, 1.1% active; AID 652010;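 active means inhibition above the mean over all tested compounds plus 3 SD, cut at about 3.6% in these data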;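 further: 0% = DAX-1 cells with DMSO and 100% = cells lacking DAX-1 with DMSO; higher inhibition means more luminescence from relief of DAX-1 repression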
# DAX1 inh-2: inhibits human nuclear receptor DAX1. P51843. HEK293 Gal4-DAX1 luciferase reporter, luminescence. inhibition, % at 6.75 µM. 340,000 tested, 0.99% active. AID 504766;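 active means inhibition above the mean over all tested compounds plus 3 SD, cut at about 4.2% in these data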;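 further: 0% = DAX1-transfected cells with DMSO and 100% = empty-vector control cells with DMSO; inhibition shows as a rise in luminescence from relieved DAX1 repression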
# HGIII-sPLA2 inh: Blocks human group III sPLA2 activity. Q9NZ20. QFRET BODIPY PC-A2 liposome hydrolysis, fluorescence. inhibition, % at 12.2 µM. 370,000 tested, 0.56% active;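 active means inhibition above mean plus 3 SD of compounds lying within the high and low control bounds, cut at about 19% in these data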;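 further: 0% = median of test compound wells and 100% = no enzyme DMSO wells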
# hcDAF12 agonist: activates DAF-12 receptor from parasite H. contortus. HEK293 hcDAF-12 lit1-tk-luc reporter, luminescence; 0% DMSO, 100% Δ7-dafachronic acid. activation, % at 6.8 µM. 370,000 tested, 1.4% active. AID 652067;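 active means activation above the mean of all tested compounds plus 3 SD, cut at about 5.5% in these data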;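 further: 100% = response to 3 µM Δ7-dafachronic acid high control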
# ssDAF-12 act: S. stercoralis DAF-12 activation, primary screen; HEK293 ssDAF-12/GRIP1 lit1-tk-luc reporter, luminescence; % of 3 µM dafachronic acid response; activation, % at 6.8 µM; 370,000 tested, 1% active;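 active means activation above the mean over all tested compounds plus 3 SD, cut at about 0.9% in these data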;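 further: 0% = DMSO-only wells and 100% = 3 µM delta7-dafachronic acid wells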
# NPR1 activator: GC-A (human) enzyme activation; activation, % at 10 µM; AID 1671463; HEK293 GC-A cells, cGMP TR-FRET, EC30 ANP; 0% at EC30 ANP, 100% saturating ANP; P16066; 370,000 tested, 0.14% active; in the data active means activation above about 40%
# Target sequence (P16066 whole entry, looked up): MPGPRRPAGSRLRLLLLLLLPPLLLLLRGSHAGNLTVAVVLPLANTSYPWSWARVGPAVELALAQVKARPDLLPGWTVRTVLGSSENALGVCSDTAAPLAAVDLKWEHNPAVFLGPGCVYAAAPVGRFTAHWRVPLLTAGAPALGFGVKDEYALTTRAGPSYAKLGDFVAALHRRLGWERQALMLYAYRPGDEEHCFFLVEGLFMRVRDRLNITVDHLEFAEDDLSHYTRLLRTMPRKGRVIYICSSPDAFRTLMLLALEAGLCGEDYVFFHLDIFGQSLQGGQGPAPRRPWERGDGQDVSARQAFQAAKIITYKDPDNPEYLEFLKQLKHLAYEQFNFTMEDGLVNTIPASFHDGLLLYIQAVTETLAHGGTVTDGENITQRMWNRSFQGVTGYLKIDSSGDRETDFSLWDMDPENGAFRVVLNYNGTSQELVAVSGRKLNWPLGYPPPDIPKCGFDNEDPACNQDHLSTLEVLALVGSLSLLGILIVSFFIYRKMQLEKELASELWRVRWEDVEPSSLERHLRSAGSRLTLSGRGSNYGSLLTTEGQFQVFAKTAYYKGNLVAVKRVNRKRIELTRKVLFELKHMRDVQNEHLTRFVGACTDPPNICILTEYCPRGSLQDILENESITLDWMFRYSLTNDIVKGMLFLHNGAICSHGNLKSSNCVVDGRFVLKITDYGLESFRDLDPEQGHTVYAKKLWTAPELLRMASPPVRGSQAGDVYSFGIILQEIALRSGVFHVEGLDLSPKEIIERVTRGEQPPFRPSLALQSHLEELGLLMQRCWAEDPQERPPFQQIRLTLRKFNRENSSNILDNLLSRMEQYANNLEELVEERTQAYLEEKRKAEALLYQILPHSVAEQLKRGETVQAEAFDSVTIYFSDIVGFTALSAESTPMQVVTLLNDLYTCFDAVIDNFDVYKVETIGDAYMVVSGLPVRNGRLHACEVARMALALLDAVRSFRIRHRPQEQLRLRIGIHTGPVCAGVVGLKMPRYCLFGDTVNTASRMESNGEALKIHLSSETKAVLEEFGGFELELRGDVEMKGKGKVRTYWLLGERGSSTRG
# FXN GAA850 act: activators of GAA850 frataxin (FXN) promoter; HEK293 lucGAA850 FXN promoter luciferase reporter, 24 h; percent of 10 µM SAHA response; 360,000 tested, 0.56% active; activation, % at 6 µM;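 active means activation above the average of all compounds screened plus 3 SD, cutoff fixed separately per campaign, cut at about 7.5% in these data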;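 further: 0% = DMSO wells and 100% = 10 µM SAHA wells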
# KLK7 zymogen act: activates the human kallikrein-7 zymogen; activation, % at 7 µM; 370,000 tested, 0.9% active; purified proKLK7, EDANS-DABCYL substrate fluorescence; 100% is mature enzyme control, 0% vehicle; AID 652039;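 active means activation above the mean of all tested compounds plus 3 SD, computed per campaign excluding outliers beyond control limits, cut at about 13% in these data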
# hgDAF-12 ag: activates the H. glycines DAF-12 receptor ligand-binding domain. HEK293 GAL4-hgDAF12 UAS-luciferase reporter, agonist luminescence; normalized to butyrate control. activation, % at 6.8 µM. 370,000 tested, 1.8% active. AID 687014;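 active means activation above a cutoff set at the mean of all screened compounds plus 3 SD, cut at about 10% in these data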;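 further: 0% = DMSO wells and 100% = sodium butyrate wells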
# SMARCA2 act: SMARCA2 function activation, primary screen | MG213 cells, MMTV-luciferase reporter, dexamethasone, overnight | activation, % at 9.1 µM | 370,000 tested, 1% active; in the data active means activation above about 7.8%;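 further: 0% = vehicle wells and 100% = reference activator wells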
# Starred values were filed as active, the others as inactive; / = not tested or not shown.
Structure,NPR2 activator,DAX1 inh-1,DAX1 inh-2,HGIII-sPLA2 inh,hcDAF12 agonist,ssDAF-12 act,NPR1 activator,FXN GAA850 act,KLK7 zymogen act,hgDAF-12 ag,SMARCA2 act
Cc1nc2ccccc2c(=O)n1NC(=O)/C=C/c1ccccc1Cl,3,-0.4,0.5,-4,-0.1,-2.5,-2,-0.2,0.1,-3.8,-4
CCN(CC(=O)Nc1ccc(NC(C)=O)cc1)C(=O)c1ccc(Sc2nncn2C)c([N+](=O)[O-])c1,0,-0.1,-0.1,8,0.2,-0.7,9,-0.8,-0.2,-3.5,-4
COc1ccc(Cn2ccc3ccc(-c4ccc5ccn(C(=O)c6ccccc6)c5c4)cc32)cc1,2,-0.2,/,-3,0.3,-0.7,1,/,-29,1.8,2
O=C(O)C1CC(=O)N(Cc2ccccc2)C1 (stereo unspecified),-2,-0.6,-1.1,10,-1.5,-0.2,4,5.2,0.2,4.6,1
Cc1c(C(=O)NC2CCCCC2)oc2ccccc12,-1,0.4,2.7,0,-0.8,-0.8,-4,6.0,0.2,6.3,1
COc1ccccc1CNC(=O)CCC(=O)N1CC(C)Sc2ccccc21 (stereo unspecified),-3,-0.9,-0.7,8,0.2,-1.7,-3,-1.6,-0.2,1.4,-2
O=C(CS(=O)(=O)Cc1ccccc1)Nc1nnc(C(F)(F)F)s1,-1,-0.4,-1.2,-21,0.2,-0.9,2,0.6,-0.5,-3.4,1
COc1cc2ccccc2cc1C(=O)N1CCCC1,-2,-2.7,0.6,4,-0.6,-1.2,1,0.1,0.1,-1.0,3
COc1ccccc1NC(=O)C(=O)N1N=C(C(C)C)CC1(O)C(F)(F)F (stereo unspecified),-2,0.4,0.3,0,0.9,-1.6,3,-1.6,0.6,-2.5,-1
CN(CC(=O)Nc1cccc(F)c1)C(=O)CC1CCCCC1,3,2.2,0.3,13,0.2,-0.9,0,-0.7,-0.2,0.6,-2
CCCCN1C(=O)c2cccc3cc(O)cc(c23)C1=O,-3,-0.1,-2.1,-10,-1.9,-1.8,10,4.2,31*,-1.6,-1
CCOC(=O)N1CCN(CC(O)COc2ccc3c(c2)CCC3)CC1 (stereo unspecified),3,1.2,0.7,1,0.0,-1.5,0,1.8,-0.5,-0.4,1
O=C(NCc1ccccc1)[C@@H]1CCCN1C(=O)[C@H]1CCCN1C(=O)c1ccc(F)c(C(F)(F)F)c1,-6,-0.5,/,5,-1.5,-0.9,-7,/,0.0,-1.0,4
CCOP(=O)(OCC)c1nc(-c2ccccc2)oc1NCc1ccccc1,-2,-0.4,-0.4,0,-1.4,-1.9,-9,2.3,-3.7,-3.2,1
C(=N\Nc1nc(N2CCCC2)nc(N2CCCC2)n1)/c1ccncc1,-2,-1.4,-1.5,-5,-0.6,-1.9,-4,-0.7,0.2,-3.0,0
Nc1nnc(CC(=O)NCc2ccccc2)s1,6,-0.5,-0.8,-3,-1.5,-0.7,2,1.1,-0.2,-1.7,-4
COc1ccc(C(=O)Nc2ccc(C(=O)O)cc2NC(=O)c2ccc(OC)cc2)cc1,5,0.9,-0.2,-31,2.1,-1.2,1,0.2,-0.2,-1.1,-1
O=C(Nc1cccs1)Nc1ccccc1Br,3,-0.9,0.1,5,0.8,-0.8,2,2.2,-0.4,1.5,3
CCc1cccc(NC(=O)CCCSc2nc3ccccc3[nH]2)c1,-5,-0.7,0.2,-6,-0.5,-1.8,0,3.6,0.0,-2.6,3
O=C1c2oc3ccccc3c(=O)c2C(c2cccc(Br)c2)N1Cc1ccco1 (stereo unspecified),-6,0.3,-0.4,5,0.2,-0.2,-12,-0.6,0.4,3.3,-4
Cc1ccc(NC(=O)c2ccc(CSc3ncnc4nc[nH]c34)cc2)c(C)c1,8,-0.7,0.3,-26,-2.2,-0.8,1,-2.4,-0.6,-2.6,0
O=C(CN1CCOCC1)NC1C2CC3CC(C2)CC1C3 (stereo unspecified),-1,0.0,0.4,6,-1.1,-0.3,0,3.0,-0.2,0.1,-3
CCn1nnnc1SCC(=O)NNC(=O)C1CCCCC1,1,-1.0,0.3,5,0.3,-1.4,5,-0.4,-0.6,0.5,-2
COc1ccc(-c2cc(C(=O)NCc3cccc(C(F)(F)F)c3)[nH]n2)c(C)c1,2,1.4,/,-4,-1.6,-1.5,-3,0.4,0.2,3.1,0
COCCn1c(SCC(=O)NCCc2ccccc2)nnc1-c1ccco1,0,-0.4,1.3,-4,0.7,-1.5,-2,0.5,0.1,0.2,-3
CCc1nnc(NC(=O)c2ccc(-c3ccc([N+](=O)[O-])cc3Cl)o2)s1,-3,-0.1,0.4,2,0.6,-0.5,0,1.1,-0.5,-1.5,0
COc1ccc(OC)c(C(O)c2ncc(-c3ccc(C(F)(F)F)cc3)[nH]2)c1 (stereo unspecified),1,0.1,/,-16,-0.4,-1.3,-2,0.9,0.6,-0.7,-5
Fc1ccc(-c2nc3c(-c4ccccc4)cnn3cc2CCN2CCOCC2)cc1,-2,-0.2,-0.5,0,1.0,-1.8,7,1.0,-0.4,-0.2,-3
N=c1c2c(-c3ccccc3)c(-c3ccccc3)n(Cc3ccco3)c2ncn1Cc1ccco1,-13,-0.9,0.2,0,-2.0,-0.8,-10,-9.5,-0.6,-1.6,6
Cc1ccc2c(Cl)cc(Cl)c(OCC(=O)N3CCOCC3)c2n1,-1,2.1,-0.4,4,-0.6,-0.9,-2,0.9,-0.1,-0.2,-2
Cc1cc(C(=O)NCc2nc(-c3ccccc3)no2)ccc1[N+](=O)[O-],-6,1.5,1.9,-11,-0.9,-2.0,1,0.9,0.9,1.1,0
COc1ccc(NC(=O)CSc2ccc(-c3sc(C)nc3C)nn2)cc1,-7,-5.5,-1.3,-2,-2.5,-0.9,-1,1.0,-0.4,-0.9,-2
CCOC1(OCC)N=C(N)C2(C#N)C(c3cccc(OC)c3OC)C12C#N (stereo unspecified),-7,0.5,2.5,-1,2.2,-0.7,1,-0.4,-0.8,-0.9,1
Cc1cccc(-n2ncc3c(NC(C)C)ncnc32)c1,-10,6.6*,0.8,9,1.3,0.4,3,1.8,-0.6,17*,-2
COCCC1CCCCN1C(=O)c1ccc(OC2CCN(C(C)=O)CC2)c(OC)c1 (stereo unspecified),1,-0.2,1.1,2,3.0,-1.3,0,0.6,-0.6,0.2,0
Cc1ccc(SCCc2ccc(C)nc2)cc1,-2,0.7,-0.1,-5,-1.1,-1.2,-2,-0.8,-0.3,1.4,1
CCOC(=O)N1CCN(C(=O)C[C@@H]2C[C@@]3(C(=O)OCC)CCC=C3N(Cc3ccco3)C2=O)CC1,7,0.6,/,-6,-1.8,-0.5,2,/,0.6,-0.3,3
CCOc1ccc(NC(=O)CCNc2c(N3CCCC3)c(=O)c2=O)cc1,3,-0.2,-0.5,2,0.3,-0.8,0,-0.1,0.3,1.3,1
O=C(Nn1c(-c2ccncc2)nc2ccccc2c1=O)c1ccc([N+](=O)[O-])cc1Cl,-1,-0.4,-0.5,5,-1.4,-1.1,5,2.7,0.0,-5.2,-5
CCN(CC)S(=O)(=O)c1cccc(C(=O)NCC(=O)OCC(=O)NCc2ccccc2)c1,1,0.0,-0.6,-4,-1.0,-0.9,1,-1.4,-0.4,-1.1,6
CCCNC(=S)NC1CC2CCCC(C1)N2CC(C)C (stereo unspecified),5,-0.4,2.1,-1,1.2,-0.8,-1,0.3,0.5,1.5,-3
NC(=O)c1c(N)sc2c1CCCCC2,-2,-0.8,1.1,-3,0.5,-0.5,2,1.2,-0.8,-0.8,-2
O=C(N/N=C/c1ccncc1)c1cccc(N/N=C/c2ccncc2)c1,-3,1.7,-0.9,0,0.3,-0.2,-3,2.6,0.8,6.9,6
CN(C)c1cc[n+](CC(=O)Nc2ccc([N+](=O)[O-])cc2Cl)cc1,0,-0.2,-1.2,10,-1.2,-0.4,0,-0.6,1.1,0.2,-5
C=CCn1c(CCNC(=O)c2ccccc2F)nnc1SCC(=O)Nc1nc2ccccc2s1,-4,0.2,0.7,-8,-0.7,0.3,-2,0.8,0.5,1.3,-3
COc1ccc(-n2nnnc2C(c2ccccc2OC(F)(F)F)N2CCN(C/C=C/c3ccccc3)CC2)cc1 (stereo unspecified),2,-0.7,/,-3,1.1,-1.0,-2,/,0.2,-2.8,-5
COc1ccccc1NC(=O)C1=C(C)Nc2ncnn2C1c1ccc(C)o1 (stereo unspecified),0,0.0,-0.3,3,-0.9,-1.1,-3,0.4,1.0,-2.7,-1
N#C/C(=C(/O)Cc1ccccc1)P(=O)(c1ccccc1)c1ccccc1,-3,-0.1,2.4,-14,-1.4,-0.4,5,0.1,-0.1,1.9,-3
CC(C)C(=O)N1CCC1(C)C(=O)NCc1cc(Cl)ccc1F (stereo unspecified),-4,-0.2,/,8,1.0,-1.0,-1,1.8,0.0,-3.1,-3
OC(c1ccccc1)c1nc(-c2cc(F)cc(F)c2)cs1 (stereo unspecified),1,-0.2,/,-5,-1.4,-1.2,1,-0.2,-0.9,-1.0,-4
Cc1ccc(-n2c(C)nnc2SCC(=O)NNC(=O)c2ccco2)cc1,6,0.7,1.6,2,0.6,-0.6,-1,-0.2,-0.9,-0.1,5
C=CCC1(O)C(=O)N2C(=C1C(=O)N1CCOCC1)c1ccccc1CC2(C)C (stereo unspecified),1,-0.3,2.4,2,-0.8,-1.6,2,-3.7,0.3,-1.1,-1
Cc1ccccc1OCCOC(=O)c1cc(S(=O)(=O)N2CCCCC2)ccc1N1CCOCC1,3,-4.6,-1.7,-14,-3.9,-2.0,0,-0.5,-1.3,-1.1,-2
CCOc1ccc2[nH]c(=O)c(CN(Cc3ccccc3)C(=O)N3CCCC3)cc2c1,-4,-0.4,0.6,1,-0.9,-1.1,-7,-0.6,-0.3,0.6,-1
Cc1ccc(SC2=C(C(=O)O)CCCC2)cc1,-6,-0.3,0.3,0,-2.6,-1.6,-1,-0.9,-0.2,2.6,-2
CC(C)=CCN1CCN(Cc2c(C)nn(C)c2Cl)CC1CCO (stereo unspecified),3,-0.3,1.2,2,-0.4,-0.7,3,-1.3,-0.9,4.7,-2
CCN(CC(=O)Nc1ccc2c(c1)OCCO2)CC(=O)Nc1cc(C)on1,3,-0.8,-0.1,6,-1.3,-0.9,-4,-2.8,-0.8,0.3,1
CCOC(=O)N/N=C/c1cn(Cc2ccc(Cl)cc2)c2ccccc12,-4,-1.8,-1.4,-13,-2.0,-1.2,2,-1.3,-0.6,1.2,7
